Assay outcomes from PubChem BioAssay.
KDM5B inh: Primary screen for KDM5B Histone Demethylases FDH-coupled qHTS. Lysine-specific demethylase 5B (Homo sapiens), Q9UGL1. KDM5B demethylase, FDH-coupled NADH fluorescence (FDH is formaldehyde dehydrogenase). Potency, µM (top dose mostly 57.7 µM), for inactives: at the highest dose activity change, negative = inhibition, actives largely listed as inhibitors. actives 2.6% (n = 220,000). AID 1347165, 2019; active means well fitted inhibition curve with a large enough effect; inconclusive means small, poorly fitted or top-dose-only effect; inactive means no such curve, though single readings can be large or run the other way; further: 0% is about no effect; nearly all actives have a fitted effect of over 70% in size
Target sequence (Q9UGL1 whole entry, looked up): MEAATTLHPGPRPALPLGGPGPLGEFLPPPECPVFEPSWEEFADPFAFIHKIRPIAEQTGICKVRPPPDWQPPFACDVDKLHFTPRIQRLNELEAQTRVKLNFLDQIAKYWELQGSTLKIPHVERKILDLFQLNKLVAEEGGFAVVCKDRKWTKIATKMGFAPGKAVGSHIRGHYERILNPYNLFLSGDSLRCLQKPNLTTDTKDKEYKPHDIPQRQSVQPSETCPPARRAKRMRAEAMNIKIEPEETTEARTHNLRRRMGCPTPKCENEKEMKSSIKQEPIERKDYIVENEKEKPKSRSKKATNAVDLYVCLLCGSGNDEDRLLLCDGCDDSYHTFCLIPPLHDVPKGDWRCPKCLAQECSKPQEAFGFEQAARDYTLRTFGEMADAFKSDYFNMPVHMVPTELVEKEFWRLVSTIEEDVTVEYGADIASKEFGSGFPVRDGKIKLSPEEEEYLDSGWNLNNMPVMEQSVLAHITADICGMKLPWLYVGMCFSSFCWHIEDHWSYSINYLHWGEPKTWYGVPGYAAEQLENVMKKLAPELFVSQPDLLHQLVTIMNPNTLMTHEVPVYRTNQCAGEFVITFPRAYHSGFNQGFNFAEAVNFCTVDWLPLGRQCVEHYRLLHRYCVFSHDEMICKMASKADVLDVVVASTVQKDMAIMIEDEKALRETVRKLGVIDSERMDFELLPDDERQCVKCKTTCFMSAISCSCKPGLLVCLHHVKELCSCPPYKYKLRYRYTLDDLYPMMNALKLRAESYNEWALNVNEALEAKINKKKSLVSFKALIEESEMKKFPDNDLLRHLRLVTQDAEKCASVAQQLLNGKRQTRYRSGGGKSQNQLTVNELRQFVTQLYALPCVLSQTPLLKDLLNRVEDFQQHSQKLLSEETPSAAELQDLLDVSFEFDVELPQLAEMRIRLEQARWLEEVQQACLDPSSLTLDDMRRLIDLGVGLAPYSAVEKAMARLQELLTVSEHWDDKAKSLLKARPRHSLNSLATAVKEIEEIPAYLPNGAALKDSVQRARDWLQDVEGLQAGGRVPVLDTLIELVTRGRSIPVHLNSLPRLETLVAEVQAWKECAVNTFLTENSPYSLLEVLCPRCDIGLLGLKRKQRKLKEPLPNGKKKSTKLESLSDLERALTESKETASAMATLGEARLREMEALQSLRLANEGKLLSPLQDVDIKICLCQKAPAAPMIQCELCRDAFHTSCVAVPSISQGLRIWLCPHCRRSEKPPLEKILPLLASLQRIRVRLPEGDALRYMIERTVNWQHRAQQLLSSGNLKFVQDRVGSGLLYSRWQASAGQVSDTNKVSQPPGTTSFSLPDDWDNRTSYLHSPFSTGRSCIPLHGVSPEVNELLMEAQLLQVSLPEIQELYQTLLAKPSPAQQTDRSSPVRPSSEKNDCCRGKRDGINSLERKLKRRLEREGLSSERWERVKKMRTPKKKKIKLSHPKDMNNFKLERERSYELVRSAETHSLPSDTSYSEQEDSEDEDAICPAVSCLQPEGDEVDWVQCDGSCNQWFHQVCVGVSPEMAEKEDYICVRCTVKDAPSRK
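Compound dilutions met 200 nM (final) KDM5BΔAP for 10 min at room temperature before substrate addition. The substrate mix held 12.5 µM H3K4me3 with cofactors 25 µM α-ketoglutarate and 50 µM Fe²⁺. NADH signal gain over 30 min defined activity.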
* hit, by the source's call; ? = inconclusive; & = joins results of further samples; [ ] = dose if it differs, or a comment. Potency means the concentration at half of the fitted maximal effect. An excerpt. The share of hits here may be higher or lower than overall.

KDM5B inh | Molecule
-9.0%[86.2 µM] | COC[C@H]1CCCN1Cc1nc(C2(O)CCN(CCC(C)C)CC2)cs1
? | N/C(=C\C(=O)/C=C/c1ccccc1)C(Cl)(Cl)Cl
8.2% | Cc1cccc(NC(=O)c2nn(-c3ccccc3)c(=O)c3ccccc23)c1C
-11.2% | O=C(Nc1ccc(F)cc1)C1CCN(C(=O)c2ncn3c2COC(c2ccc(F)cc2)C3)CC1 (stereo not given)
-22.4%[115 µM] | CC(C)C(=O)N1Cc2ccccc2CC2(CCCCN2Cc2ccncc2)C1 (stereo not given)
27.7% | Cc1nn(C)c2ncc(C(=O)O)c(NC3CC(c4cc(=O)[nH]cn4)C3)c12 (stereo not given)
0.3%[86.2 µM] | O=C(NC[C@H]1OC[C@@H](NC2CCCCC2)[C@@H]1O)c1ccncc1
3.7% | Cc1cccc(Cc2cnc(NC(=O)C3=Cc4ccccc4OC3)s2)c1
-17.7% | O=C1C(c2ccc(F)cc2)N(Cc2ccccc2Cl)C(=O)CN1C1CCCCC1 (stereo not given)
-10.8% | O=C(c1ccccn1)N1CCC2(CCCN(Cc3ccc(F)cc3)C2=O)C1 (stereo not given)
4.7%&1.8%[86.2 µM] | C#CCNC(=O)C1CN(c2cccc(Cl)c2)C(=O)N1 (stereo not given)
19.4%[86.2 µM] | Cc1cc(C(=O)N2CC[C@H]3CC(=O)N(Cc4ccc5c(c4)OCO5)CC[C@H]3C2)no1

Continued:
KDM5B inh | Molecule
28.2µM* | CCc1noc(-c2ccn3c(CNC(=O)C4CCCCC4)nnc3c2)n1
-13.5% | CCOc1cc(/C=N\Nc2ncc(F)c(N3CCOCC3)n2)ccc1Oc1nc(Cl)ncc1F
36.4%[activator] | CCO[C@H]1C[C@@H](O)C12CCN(c1ccnc(OC)c1C#N)CC2
? | COC(=O)c1ccc(/C=C/C(=O)c2ccccc2)o1
13.7% | O=C(CCC1CCCN(S(=O)(=O)c2ccc(F)cc2)C1)NC1CC1 (stereo not given)
13.4% | COc1ccc(C)cc1S(=O)(=O)Nc1ccc2c(c1)CCN2C(=O)c1cccnc1
12.7% | CCCCCn1nc(C(=O)OCC(=O)c2cc(C)n(CCC)c2C)c2ccccc2c1=O
-1.8% | CC(CN1CC2(CCN(C(=O)CN3C(=O)CNC3=O)CC2)OC1=O)c1ccccc1 (stereo not given)
-30.5% | CC1CCN(CC2CCCN(C(=O)c3ccncc3)CC2)CC1 (stereo not given)
39.8µM* | COCc1ccc2c(c1)c(OC(C)(C)C(=O)NC1CC1)nn2CCC(C)C
4.0% | O=C(CC1SCCNC1=O)Nc1ccc(F)cc1 (stereo not given)
-3.3% | COc1ccc(C(=O)COC(=O)c2ccc(OC(F)F)c(OC)c2)c(OC)c1

KDM5B inh: what is marked active above
KDM5B inh | Molecule
28.2µM* | CCc1noc(-c2ccn3c(CNC(=O)C4CCCCC4)nnc3c2)n1
39.8µM* | COCc1ccc2c(c1)c(OC(C)(C)C(=O)NC1CC1)nn2CCC(C)C

(listing goes on)
KDM5B inh | Molecule
6.2% | CCCCN(CCCC)C(=O)c1csc(Br)c1
? | COc1cccc(C(=O)N2CCN(c3nc4ncccc4o3)CC2)c1
25.0%[86.2 µM] | Clc1ccc(CNC[C@H]2Cn3c(-c4cccc(Cl)c4)cnc3CO2)cc1
12.6% | O=C(c1ccc(Cn2ccnc2)o1)N1CC2CC(C1)[C@H]1CCCC(=O)N1C2 (stereo not given in full)
? | CC1CCN(C(=O)C(=O)N2CCN(c3nc(-c4ccco4)c4c(c3C#N)CCC4)CC2)CC1
13.5% | COc1ccc(C(=O)c2cccc(C(=O)c3ccc(OC)cc3)c2)cc1
0.2% | CCOc1ccccc1CNC(=O)c1ccc(NC(=O)N2CC(C)Sc3ccccc32)cc1 (stereo not given)
14.5% | COc1ccccc1-c1cc(C(=O)Nc2sc3c(c2C#N)CCCC3)no1
8.3% | COC1C(=O)N(c2cccc(F)c2)C12CCN(C(=O)c1cnc(C)cn1)CC2 (stereo not given)
-10.7% | COc1cccc(/C=C(/C#N)c2nc3ccccc3[nH]2)c1OC(C)C
-9.2% | NC(=O)C(OC(=O)C12CC3CC(CC(C3)C1)C2)c1ccccc1 (stereo not given)
31.9%[activator] | O=C(O)CC1c2ccccc2CCN1S(=O)(=O)c1ccccc1 (stereo not given)

(listing goes on)
KDM5B inh | Molecule
21.6% | Cc1cc(OC(C)C(=O)N2CCc3c(nc[nH]c3=O)C2)cc(C)c1Cl (stereo not given)
-22.8% | Cc1cc(C)cc(-n2ccnc2SCC(=O)Nc2ccc(C)cc2C)c1
-4.1% | O=C(NCc1ccccc1Cl)c1ccc(NC(=O)N2CCSc3ccccc32)cc1
-14.4% | Cc1cc(=O)n2c3ccccc3n(CC(O)CN3CCN(c4ccccc4)CC3)c2c1C#N (stereo not given)
? | COc1ccc(C2=CC(c3ccc(OC)c(OC)c3)n3nnnc3N2)cc1 (stereo not given)
-8.6% | COc1ccc(C(c2c(C)n(C)n(-c3ccccc3)c2=O)c2c(C)n(C)n(-c3ccccc3)c2=O)cc1O
-0.5% | CCOc1cccc(CNC(=O)C2Cn3cccc3C(=O)N2Cc2ccccc2)c1 (stereo not given)
18.7% | CCn1cc(S(=O)(=O)N2CCCCC2c2nc(C3CC3)n[nH]2)cn1 (stereo not given)
-32.7% | Cc1nn(C)c(C)c1C(=O)N1CCCN(Cc2ccc(F)cc2)C(C(C)C)C1 (stereo not given)
16.0% | Cc1ccc(Nc2nc(NC3CCCC3)nc3c2cnn3-c2ccccc2)cc1
15.2%[115 µM] | CCCN1CCC2(Cc3ccccc3CN(C(=O)CCNC(C)=O)C2)C1 (stereo not given)
9.6% | CN(C)C(=O)CCS(=O)(=O)Cc1coc(-c2ccc(F)cc2)n1

(listing goes on)
KDM5B inh | Molecule
12.0% | Cc1nc2cc(F)ccc2cc1C(=O)NC(C1CC1)C1CC1
-1.0% | COc1ccccc1NC(=O)Nc1nn(C)c2cccc(OC)c12
5.2% | COc1cc(C#N)cc(Cl)c1OCc1nnc(-c2ccccc2)o1
? | O=S(=O)(NCC1CCN(c2ccc(S(=O)(=O)N3CCOCC3)cc2)CC1)c1ccccc1
7.6% | CC(C)(C)N1CC(c2nc3ccccc3n2Cc2ccc3ccccc3c2)CC1=O (stereo not given)
31.6µM* | Cc1nn(-c2ccc(C(C)(C)C)cc2)c(C)c1[C@@H]1C=C[C@@H](NC(=O)NCc2ccccc2)C1
26.8% | COc1ccc(CCC(=O)OCC(=O)NCc2ccc3c(c2)OCO3)cc1
-10.2% | CCOc1ccc(O)c(C=NC2CCCC2)c1
-12.6% | O=C(CNc1ccc2ccccc2c1)N/N=C/c1ccccn1
? | Cc1ccc(NS(=O)(=O)c2ccc3[nH]c4c(c3c2)CCCCC4)cc1
0.2% | Cc1cc(C(=O)C2CC(=O)Nc3c2c(C)nn3-c2ccc(F)cc2F)c(C)s1 (stereo not given)
? | C(=N\Nc1ccc2ccccc2n1)/c1cccs1

Reprinted from the part before: two entries, then new ones.
KDM5B inh | Molecule
0.2% | Cc1cc(C(=O)C2CC(=O)Nc3c2c(C)nn3-c2ccc(F)cc2F)c(C)s1 (stereo not given)
? | C(=N\Nc1ccc2ccccc2n1)/c1cccs1
-12.6% | Cc1cccc(C(=O)Nc2ccc3nc(SCCOc4ccccc4)sc3c2)c1
-22.8% | CCOc1cccc(-c2nnc(CCC(=O)NC(C)c3ccccc3)c(=O)[nH]2)c1 (stereo not given)
1.4% | O=C(CCCc1c[nH]c2ccccc12)N1CCCCC1
? | O=C(C1CC1)N1CCC2(CC1)CC(N1CCCC1)CCO2 (stereo not given)
? | CCN(CC)S(=O)(=O)c1cccc(NC(=S)Nc2ccc(C)c(C)c2)c1
? | Cc1oc2c(c(C)cc3oc(=O)c(CC(=O)N[C@@H](CCCNC(N)=O)C(=O)O)c(C)c32)c1C
-4.6% | COc1ccc(C(=O)Nc2c(NC3CCCC3)c3ccccc3oc2=O)cc1OC
-10.8%[86.2 µM] | COc1ccc(-n2nc(C3CCN(C(C)=O)CC3)[nH]c2=O)cc1
9.1% | Cc1cccc(-c2nc3n(CC(=O)N4CCCC4)c(C)cc(=O)n3n2)c1
28.7% | O=C(CN(C(=O)CCC(=O)Nc1nccs1)c1ccc(F)c(Cl)c1)NCC1CCCO1 (stereo not given)
-8.7% | CC(C)[C@H](NC(=O)Cc1cccc2ccccc12)C(=O)O
21.6% | Cc1cnc(C(=O)N2CCN(c3ccc(C(F)(F)F)cn3)CC2)cn1

Following part
KDM5B inh | Molecule
-27.6% | CCOC(=O)c1c(C)[nH]c(CCC(=O)NCc2cccc(OC)c2)c1C
33.0%[activator] | CCc1ccc(N2CN(Cc3cccnc3)Cn3c2nc(C)c(C)c3=O)cc1
-3.8% | COc1ccc(CNC(=O)[C@@H](C)C2CC[C@@]3(C)CC[C@H](NC(=O)c4cncnc4)[C@@H](C)[C@@H]3[C@H]2O)cc1OC (stereo not given in full)
45.0%[activator] | Cc1cc(C(=O)N(C)CC2CCCN(CCc3ccccc3F)C2)n[nH]1 (stereo not given)
-2.2% | Cc1ccc(C2=NC3(CCN(C(=O)Cc4ccccc4C)CC3)ON2)cc1
1.5% | CCN1CCC(N(Cc2ccc(F)cc2)C(=O)Nc2ccc(C)c(F)c2)CC1
-9.6% | O=C(NCc1ccccc1)N1CCC(N(C(=O)C2CC2)C2CCOCC2)CC1
-5.2%[86.2 µM] | O=C(C[C@@H]1O[C@H](CNC(=O)c2ccccc2)[C@@H](O)[C@H]1O)Nc1ccccc1
-5.9% | Cn1cccc1CN1CCC(N2CC(OCC3CC3)C23CCCCC3)CC1 (stereo not given)
-15.1% | COc1ccc(CNC(=O)CCc2nc(-c3ccc(C)cc3)no2)c(OC)c1
-2.5% | CCc1ccccc1NC(=O)CC1Sc2ccc(C(F)(F)F)cc2NC1=O (stereo not given)
-61.5% | Cc1cc(C)cc(-n2c(SCC(=O)Nc3ccccc3F)nc3c(oc4ccccc43)c2=O)c1

(more compounds)
KDM5B inh | Molecule
10.4% | CC(C)Cc1nc(N2CCN(CC(=O)N3CCCCC3)CC2)c(C#N)c2c1CCC2
22.8% | COc1ccc(C(=O)N2CCC(n3cc(-c4nc(-c5ccccc5)no4)nn3)CC2)cc1
-8.2% | O=C(NCC#Cc1ccccc1)c1ccc2nccnc2c1
-21.7%[86.2 µM] | Cc1nn(-c2ccccc2)c(C)c1[C@@H]1C=C[C@@H](NCc2ccc(F)cc2)C1
19.9% | CC(C)(C)NC(=O)NC(=O)CN1CCN(S(=O)(=O)c2ccc3c(c2)CCCC3)CC1
36.4%[activator] | COc1cc(OC)cc(C(=O)N2CCCC(n3cc(-c4nc(C)no4)nn3)C2)c1 (stereo not given)
? | COc1cccc(CNC(=O)c2nc(Cn3nc(C)c(Br)c3C)no2)c1
1.8% | Cc1cccc(NC(=O)c2ccc(S(=O)(=O)N3CCCCC3)cc2)c1
-19.8% | C/C(=N/Nc1ccc(S(=O)(=O)Nc2ccccc2)cc1[N+](=O)[O-])c1ccccn1
-19.1% | COc1ccc(-c2nc3scc(CCNS(=O)(=O)c4ccc(F)cc4F)n3n2)cc1OC
? | Cc1ccccc1C(=O)Nc1ccc2nc(N3CCN(CCC#N)CC3)cc(C(=O)O)c2c1
-2.3%[86.2 µM] | O=C(N1CCOCC2(C1)CN([S+](=O)([O-])c1ccccc1)C2)C1(c2ccccc2)CC1

Reprinted at random: 4 compounds from above.
KDM5B inh | Molecule
-19.8% | C/C(=N/Nc1ccc(S(=O)(=O)Nc2ccccc2)cc1[N+](=O)[O-])c1ccccn1
-2.3%[86.2 µM] | O=C(N1CCOCC2(C1)CN([S+](=O)([O-])c1ccccc1)C2)C1(c2ccccc2)CC1
1.8% | Cc1cccc(NC(=O)c2ccc(S(=O)(=O)N3CCCCC3)cc2)c1
-21.7%[86.2 µM] | Cc1nn(-c2ccccc2)c(C)c1[C@@H]1C=C[C@@H](NCc2ccc(F)cc2)C1

The results go on.
KDM5B inh | Molecule
8.9% | CCOc1ccc(NC(=O)Cc2nc(-c3ccccc3)oc2C)cc1OC
-22.2% | O=C(CN1CCN(CC(=O)N2CCCCCC2)CC1)NCCc1c[nH]c2ccccc12
0.1% | O=C(Nc1ccccc1)N1CC(c2nc(CCOCC3CC3)no2)C1
1.9% | CC(=O)N1c2ccc(S(=O)(=O)NCC3CCC(C(=O)Nc4ccc(C)cc4)CC3)cc2CC1C (stereo not given)
-15.3%[11.5 µM] | Cc1ccc(-c2c3c(=O)n(C)c(=O)n(C)c3c3c(C)nc4ccccc4n23)cc1
-24.3% | CCOc1ccc(CNC(=O)CCc2cn(CC)c3ccccc23)cc1
-24.1% | CCNC(=O)N1CCC(Oc2ccccc2-c2nc(-c3cnccn3)no2)C1 (stereo not given)
15.8% | NC(=O)C1CCN(C(=O)C2CC(c3ccc(Cl)cc3)=NO2)CC1 (stereo not given)
? | CCCCn1c(C)c(C)c(-c2nc3ccccc3[nH]2)c1NC(=O)C(C)C
? | CCOc1ccc(C(=O)Oc2c(Sc3ccccc3)c(C)nn2C(C)(C)C)cc1OCC
18.7% | O=C(NCC(=O)N1CCCCCC1)C1CCCN(S(=O)(=O)c2ccc(Cl)cc2)C1 (stereo not given)
-7.6% | CCN(CC)c1nc2c(c(=O)n(Cc3ccccc3)c(=O)n2C)n1Cc1ccccc1

Going on with the list:
KDM5B inh | Molecule
? | Cc1cc(C)c2nc(-c3ccccn3)cc(C(=O)Nc3cc(C)on3)c2c1
-7.5% | Oc1cccc(NC(=S)N=Nc2c(O)[nH]c3ccccc23)c1
7.9%[86.2 µM] | O=C1Cc2c(-c3ccc(F)cc3F)n[nH]c2CN1Cc1ccccc1F
-19.0%[86.2 µM] | Cc1ccccc1N1Cc2c(NC3CC3)ncnc2N(C)CC1=O
? | O=C(Nc1ccc2oc(-c3ccc4ccccc4c3)nc2c1)c1cc(Cl)ccc1Cl
19.7% | O=C(c1cccs1)N1CCCCCCC1
